# tim10-1 inh: growth inhibitors of tim10-1 mutant yeast, primary screen, luminescence, uHTS | S. cerevisiae tim10-1 ts strain growth, BacTiter-Glo, 24 h | inhibition, % at 20 µM | actives 2.2% (n = 330,000) | AID 463190, 2010;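 active = inhibition of at least 40%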;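 note: mutant grown at 25 °C; 0% = DMSO wells with yeast and 100% = wells holding no yeast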
# UPR CHOP act: activators of apoptotic CHOP UPR arm, primary screen, cell-based, CHO-CHOP luciferase reporter, luminescence, uHTS; UPR activation; percent of tunicamycin response over DMSO baseline; activation, % at 10 µM; actives 0.34% (n = 330,000); AID 449763, 2010;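 active = at 10 µM dose, activation of 40% or more, normalized to positive control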;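 note: 100% = tunicamycin at 10 µg/mL and 0% = DMSO alone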
#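 Dosing – one dose, 10 µM in 0.5% DMSO · System – CHO-CHOP cells, stable luciferase reporter of PERK-eIF2a-CHOP signalling · Input – 500 cells/well · Control set – tunicamycin 10 µg/mL final as positive, DMSO-only wells as negative · Timing – 6 h compound treatment, 37 °C · Measure – % activation vs tunicamycin · Technique – luminescence read with Steady-Glo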
# TIM10 inh: growth inhibitors of isogenic TIM10 control yeast, primary screen, counter-screen for tim10-1 yeast inhibitor project, luminescence, uHTS. inhibition, % at 10 µM. S. cerevisiae TIM10 strain growth, BacTiter-Glo luminescence, 24 h. actives 1.4% (n = 330,000);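 active = inhibition of 40% or more at the single tested concentration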;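 note: wild-type TIM10 isogenic control strain grown at permissive 25 °C; 0% = DMSO yeast wells and 100% = minimal medium wells without yeast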
# tim23-1 inh: growth inhibitors of tim23-1 mutant yeast, primary screen, luminescence, uHTS | S. cerevisiae tim23-1 growth, BacTiter-Glo luminescence, 24 h | inhibition, % at 20 µM | actives 1.3% (n = 330,000) | AID 463212, 2010;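 active = growth inhibition of the mutant yeast at or above 50%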;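 note: temperature-sensitive mutant grown at 25 °C; plate controls were DMSO-treated mutant yeast for no effect and medium wells lacking yeast for full effect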
# 697 NFkB inh: inhibitors of PMA/ionomycin-induced NF-kB reporter, 697 cells, primary screen, B-cell NF-kB inhibitor project, cell-based, luminescence, uHTS. 697 B-cell NF-kB luciferase reporter, 16 h. inhibition, % at 4 µM. actives 0.33% (n = 330,000); in the data active = inhibition above about 35%
# Mdm2-MdmX inh: inhibitors of human Mdm2-MdmX association, primary screen, cell-based, luminescence, split luciferase, SaOS-2, uHTS. Protein Mdm4 (Homo sapiens) + E3 ubiquitin-protein ligase Mdm2 (Homo sapiens), …. SaOS-2 split-luciferase Mdm2/MdmX complementation. inhibition, % at 8 µM. actives 3% (n = 330,000);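 active = inhibition of at least 50% at 8 µM in the primary screen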
# Target sequence (O15151 whole entry, looked up): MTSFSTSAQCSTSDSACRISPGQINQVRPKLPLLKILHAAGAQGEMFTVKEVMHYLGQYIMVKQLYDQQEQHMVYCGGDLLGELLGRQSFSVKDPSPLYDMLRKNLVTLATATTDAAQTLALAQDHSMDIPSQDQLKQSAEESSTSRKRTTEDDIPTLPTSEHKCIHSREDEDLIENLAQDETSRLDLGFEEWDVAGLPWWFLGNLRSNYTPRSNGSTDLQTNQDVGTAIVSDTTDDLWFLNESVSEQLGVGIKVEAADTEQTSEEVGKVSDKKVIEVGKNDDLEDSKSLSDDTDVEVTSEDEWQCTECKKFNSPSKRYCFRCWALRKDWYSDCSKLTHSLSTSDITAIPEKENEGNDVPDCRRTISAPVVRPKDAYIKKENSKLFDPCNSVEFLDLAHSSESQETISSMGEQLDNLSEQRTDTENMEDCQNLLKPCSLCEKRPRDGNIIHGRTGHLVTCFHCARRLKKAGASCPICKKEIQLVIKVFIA
# Target sequence (Q00987 whole entry, looked up): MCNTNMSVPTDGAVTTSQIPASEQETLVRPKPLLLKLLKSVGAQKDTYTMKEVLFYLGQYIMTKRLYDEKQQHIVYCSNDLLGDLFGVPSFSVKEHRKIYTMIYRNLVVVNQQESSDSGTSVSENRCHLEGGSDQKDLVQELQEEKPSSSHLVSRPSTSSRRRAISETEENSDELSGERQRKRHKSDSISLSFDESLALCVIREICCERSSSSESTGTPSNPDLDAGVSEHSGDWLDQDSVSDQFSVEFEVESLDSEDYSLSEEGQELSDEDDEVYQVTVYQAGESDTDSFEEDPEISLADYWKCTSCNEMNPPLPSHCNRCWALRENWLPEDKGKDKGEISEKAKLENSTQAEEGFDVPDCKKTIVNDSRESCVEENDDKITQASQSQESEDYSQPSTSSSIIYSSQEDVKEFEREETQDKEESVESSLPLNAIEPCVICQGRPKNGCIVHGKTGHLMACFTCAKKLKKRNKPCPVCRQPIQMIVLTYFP
# Jurkat NFkB inh: inhibitors of induced NF-kB luciferase reporter, primary screen, TCR NF-kB activation inhibitor project, cell-based, luminescence, uHTS. Jurkat, PMA/ionomycin-induced NF-kB luciferase reporter. inhibition, % at 4 µM. actives 0.53% (n = 330,000); in the data active = inhibition above about 50%
# XBP1 UPR activ: activators of adaptive XBP1 UPR arm, primary screen, cell-based, CHO-XBP1 luciferase reporter, luminescence, uHTS; IRE1-XBP1 UPR activation; percent of tunicamycin response, DMSO as zero; activation, % at 20 µM; actives 0.33% (n = 330,000); AID 463104, 2010;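 active = versus positive control, 20 µM dose yields 30% or more activation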;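 note: 100% = tunicamycin at 10 µg/mL and 0% = DMSO only wells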
#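 Assay system: IRE1-XBP1 luciferase reporter CHO line. Input: 1000 cells/well. Buffer or medium: F12 with 10% serum. Doses: 20 µM, 1% DMSO. Times: overnight seeding at 37 °C, 6 h compound treatment at 37 °C. Technique: Steady-Glo luciferase glow luminescence, 10 min after reagent addition.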
# Starred values were filed as active, the others as inactive.
cpd	Molecule	UPR CHOP act	XBP1 UPR activ	tim23-1 inh	Mdm2-MdmX inh
1	CCc1ccc(/C=C2\SC(=S)N(CCC(=O)N3CCN(C)CC3)C2=O)cc1	1.9	4	34	40
2	CSc1nnc(NC(=O)C23CC4CC(CC(C4)C2)C3)s1	2.9	2	22	-1
3	Cc1ccc(C(=O)N/N=C\c2cccnc2)s1	1.2	-5	-12	-6
4	O=[N+]([O-])c1ccccc1S(=O)(=O)N1CCN(Cc2cc3c(cc2O)OCO3)CC1	-1.5	0	7	10
5	NNC(=O)[C@@H]1C[C@@H]1c1ccccc1	0.0	1	3	12
6	O=C(NCCOc1ccc(Cl)cc1)c1ccco1	2.7	5	5	-4
7	Cc1cccc([C@@H]2[C@@H]3C(=O)N(Cc4ccccc4)C(=O)[C@@H]3[C@]3(C)C(=O)N(c4cccc(Cl)c4)C(=O)N23)c1	-0.5	-1	-8	7
8	CCOc1nc(-c2ccccc2Cl)nc2ccccc12	0.5	-1	15	-3

cpd	Jurkat NFkB inh	TIM10 inh	tim10-1 inh	697 NFkB inh
1	13	26	32	-23
2	8	10	28	-32
3	-28	-8	-26	-5
4	5	15	1	18
5	4	-5	7	3
6	1	-1	8	6
7	-4	9	4	31
8	15	3	-12	4

# The closing 2 compounds of the part before lead into the next:
cpd	Molecule	UPR CHOP act	XBP1 UPR activ	tim23-1 inh	Mdm2-MdmX inh
7	Cc1cccc([C@@H]2[C@@H]3C(=O)N(Cc4ccccc4)C(=O)[C@@H]3[C@]3(C)C(=O)N(c4cccc(Cl)c4)C(=O)N23)c1	-0.5	-1	-8	7
8	CCOc1nc(-c2ccccc2Cl)nc2ccccc12	0.5	-1	15	-3
9	CCOC(=O)c1c(C)[nH]c(C(=O)N/N=C\c2ccccc2Cl)c1C	5.8	4	27	49
10	Cc1cccc(NC2=NCC(=O)N2Cc2ccccc2)c1	1.2	1	-4	16
11	O=C(NCCCN1CCOCC1)c1ccco1	-0.9	-2	13	13
12	COc1ccccc1CNC(=O)COC(=O)Cc1cccc(F)c1	3.2	-4	1	-3
13	CC1Cc2ccccc2N1C(=O)CCn1cccn1 (stereo not drawn)	-1.2	-4	-3	20
14	CCn1cc(S(=O)(=O)NCc2ccc3c(c2)OCO3)cn1	0.4	-2	-13	15
15	COc1cc(Cl)c(S(=O)(=O)N2CCOCC2)cc1Cl	1.8	3	11	34
16	CCOc1ccc(CC(=O)N2CCN(c3ccc(N4CCOCC4)nn3)CC2)cc1OCC	-2.2	-2	10	35

cpd	Jurkat NFkB inh	TIM10 inh	tim10-1 inh	697 NFkB inh
7	-4	9	4	31
8	15	3	-12	4
9	25	29	18	0
10	6	21	17	-4
11	-21	24	-1	10
12	9	-6	4	21
13	-10	37	11	-10
14	6	8	-17	5
15	6	9	11	1
16	9	-18	10	12

# Exported with two lines to a compound: part of the list above.
# The line under a structure holds: UPR CHOP act | XBP1 UPR activ | tim23-1 inh | Mdm2-MdmX inh | Jurkat NFkB inh | TIM10 inh | tim10-1 inh | 697 NFkB inh
11	O=C(NCCCN1CCOCC1)c1ccco1
  -0.9 | -2 | 13 | 13 | -21 | 24 | -1 | 10
12	COc1ccccc1CNC(=O)COC(=O)Cc1cccc(F)c1
  3.2 | -4 | 1 | -3 | 9 | -6 | 4 | 21
13	CC1Cc2ccccc2N1C(=O)CCn1cccn1 (stereo not drawn)
  -1.2 | -4 | -3 | 20 | -10 | 37 | 11 | -10
14	CCn1cc(S(=O)(=O)NCc2ccc3c(c2)OCO3)cn1
  0.4 | -2 | -13 | 15 | 6 | 8 | -17 | 5

# Additional structures
cpd	Molecule	UPR CHOP act	XBP1 UPR activ	tim23-1 inh	Mdm2-MdmX inh
17	O=c1nccc(SCc2ccc(Cl)cc2Cl)[nH]1	-0.8	-1	7	13
18	O=C(CCc1ccccc1)Nc1nc2n(n1)C(c1ccc(Cl)cc1)CC(=O)N2 (stereo not drawn)	-4.4	3	-10	13
19	CC(C)(C)c1cnnn1-c1ccc(C(=O)CCl)cc1	56*	-5	37	48
20	Cc1nn(C)cc1/C=N/NC(=O)Cn1cncn1	2.3	-3	6	-8
21	Cn1c(C(=O)N2CCOCC2)cc2c(=O)n3ccccc3nc21	0.9	-1	6	11
22	NC(=O)c1c(NC(=O)c2ccc(F)cc2)sc2c1CCC2	4.1	-2	20	-115
23	Cc1ccc(NC(=O)C2CCCN2C(=O)OCc2ccccc2)c(C)c1 (stereo not drawn)	0.9	-3	14	1
24	O=C(c1ccccc1F)c1cc2c(cc1[N+](=O)[O-])OCCO2	-0.7	4	29	2

cpd	Jurkat NFkB inh	TIM10 inh	tim10-1 inh	697 NFkB inh
17	-7	7	-2	4
18	-9	-19	-7	-10
19	-15	29	39	10
20	9	0	-6	12
21	2	8	11	-3
22	-149	9	19	-137
23	-3	9	10	10
24	9	30	27	-1

# The list continues:
cpd	Molecule	UPR CHOP act	XBP1 UPR activ	tim23-1 inh	Mdm2-MdmX inh
25	CN(C)/C=C(\C#N)C(=O)c1cccnc1Oc1ccc(F)cc1F	2.2	1	-1	-15
26	O=C(c1cccc(COCC(F)(F)C(F)F)c1)N1CCN(c2ccccc2)CC1	-1.8	1	24	3
27	Cc1ncoc1C(=O)N1CCc2c([nH]c3ccccc23)C1c1ccccc1F (stereo not drawn)	1.2	1	14	-2
28	Cc1cc(OCC(O)CN2CCc3ccccc3C2)ccc1Cl (stereo not drawn)	0.7	-3	7	-6
29	COC(=O)C1=C(Nc2ccccc2NC(=O)c2ccccc2C(=O)O)CSC1	1.5	1	28	-33
30	Cc1c(C(=O)Nc2ccc3c(c2)OCCO3)cnn1C	-1.6	-8	3	17
31	CCN(c1ccccc1)S(=O)(=O)c1ccc(OC)c(NC(=O)CN2C(=O)NC(C)(C)C2=O)c1	-0.7	-2	7	-13
32	CCOc1ccc(OCCC(=O)OC(C)C(=O)Nc2ccc(C(C)=O)cc2)cc1 (stereo not drawn)	0.2	-6	22	-3

cpd	Jurkat NFkB inh	TIM10 inh	tim10-1 inh	697 NFkB inh
25	-7	8	9	19
26	8	2	39	-3
27	2	15	14	12
28	4	13	0	20
29	-19	17	21	-39
30	-15	-5	0	-66
31	-4	-1	-3	5
32	9	5	32	1

# (more compounds)
cpd	Molecule	UPR CHOP act	XBP1 UPR activ	tim23-1 inh	Mdm2-MdmX inh
33	CCOc1ccccc1C(=O)NCCCCNC(=O)c1ccccc1OCC	1.6	1	5	10
34	C=C(C)CNC(=S)N/N=C1\CCCCc2ccccc21	-1.6	-2	40	17
35	Cc1ccc(C(=O)OCC(=O)c2c[nH]c3ccccc23)cc1S(=O)(=O)N1CCCCC1	1.9	-4	4	-14
36	CCOC(=O)c1cc(NC(=O)c2ccc(Cl)cc2)c(=O)n2c1oc1ccc(Cl)cc12	70*	39*	11	40
37	FC(F)(F)c1cc(-c2ccco2)nc(NCCc2ccccc2)n1	2.4	2	-2	-29
38	Cc1ccc(S(=O)(=O)N2CCN(CN3C(=O)CC4(CCCC4)C3=O)CC2)cc1	-0.1	-1	-3	-3
39	CC1CCCC(NC2CCCCNC2=O)C1 (stereo not drawn)	-1.0	-1	-2	2
40	C#Cc1cccc(NC(=O)Cc2cccs2)c1	0.4	0	9	4

cpd	Jurkat NFkB inh	TIM10 inh	tim10-1 inh	697 NFkB inh
33	8	12	9	-5
34	-2	35	55*	4
35	-6	6	24	-30
36	17	11	15	2
37	-2	-5	11	2
38	12	0	-3	11
39	10	11	10	27
40	7	-1	-8	23

# New compounds follow.
cpd	Molecule	UPR CHOP act	XBP1 UPR activ	tim23-1 inh	Mdm2-MdmX inh
41	Cn1c(SCC(=O)NC2CCCCC2)nnc1-c1cc2cc(Cl)ccc2o1	2.2	1	1	-30
42	OCCC1CN(CCCn2cccn2)CCN1Cc1ccccc1 (stereo not drawn)	-1.2	1	1	-8
43	Cc1cc(OCCCCn2ccnc2)cc(C)c1Cl	-2.2	-5	-10	24
44	Cc1ccc(-c2csc(N3CCN(CCCn4c(C(F)(F)F)nc5ccccc54)CC3)n2)cc1	-1.9	1	4	3
45	Cc1ccc(C)c(NCC(O)c2ccccc2)c1 (stereo not drawn)	0.0	-4	9	16
46	CC(=O)Nc1ccc(S(=O)(=O)N[C@H](C(=O)O)C(C)C)cc1	0.5	0	5	18
47	CN(C(=O)CSc1nc2[nH]ncc2c(=O)[nH]1)c1ccccc1	-1.7	1	12	2
48	CCc1sc(NC(C)=O)nc1-c1ccccc1	0.9	14	27	-28

cpd	Jurkat NFkB inh	TIM10 inh	tim10-1 inh	697 NFkB inh
41	-17	22	9	-31
42	-1	4	-3	16
43	-13	-9	-3	-9
44	4	10	22	-25
45	1	17	12	13
46	2	3	3	11
47	1	3	6	6
48	0	-3	13	7

# Next section.
cpd	Molecule	UPR CHOP act	XBP1 UPR activ	tim23-1 inh	Mdm2-MdmX inh
49	N#Cc1ccc(Sc2ccccn2)c([N+](=O)[O-])c1	3.8	-4	0	8
50	CC1CCN(S(=O)(=O)c2cccc(-c3cn4cc(Cl)ccc4n3)c2)CC1	1.4	-3	34	-8
51	COC/C=C/C1=CC(=O)C[C@H](c2ccc3c(c2)OCO3)C1	1.9	-2	30	2
52	CC(C)Cn1c(=O)c(-[n+]2ccccc2)c([O-])c2ccccc21	-0.2	3	3	24
53	COc1ccc(CN2CCN(C(=O)CCC(=O)Nc3nnc(C(C)C)s3)CC2)cc1F	-2.8	-4	-11	17
54	O=C(Cc1cccs1)N/N=C/c1ccc(OCc2ccccc2)cc1	-0.1	-1	-7	-4
55	COc1cc(C2Nc3cccc4cccc(c34)N2)cc(OC)c1OC(C)=O	6.9	2	0	37
56	COc1ccc2nc(-c3ccccc3)cc(C(=O)OCC(=O)NC3CC3)c2c1	-2.1	6	2	36

cpd	Jurkat NFkB inh	TIM10 inh	tim10-1 inh	697 NFkB inh
49	-3	14	13	24
50	3	26	20	-16
51	6	15	22	7
52	-4	-1	4	20
53	14	5	0	-25
54	-19	-10	-9	-19
55	4	9	13	-1
56	11	1	2	13

# Continued:
cpd	Molecule	UPR CHOP act	XBP1 UPR activ	tim23-1 inh	Mdm2-MdmX inh
57	COCCCNC(=O)CCn1c(=O)c2ccccc2n(CC(=O)Nc2cc(Cl)ccc2C)c1=O	-0.8	-3	3	15
58	O=C(COC(=O)c1ccccn1)Nc1c(Cl)cccc1Cl	-1.2	-2	12	8
59	Cc1ccnc(NC(=O)C2CCCN(S(=O)(=O)c3cnc[nH]3)C2)c1 (stereo not drawn)	-0.3	-3	8	19
60	Cc1ccc(C#CC[N+](C)(C)CC#Cc2ccccc2)cc1	-1.0	-1	-1	-10
61	COC(=O)c1ccc(OC(=O)C2CC(=O)N(c3cccc(C)c3)C2)cc1 (stereo not drawn)	-2.7	1	18	1
62	COc1ccccc1NC(=O)C1=C(C)NC(=O)NC1c1ccco1 (stereo not drawn)	-0.3	0	6	13
63	Cc1ccc(-n2nc3c(=O)n(CC(=O)NCCc4ccco4)nc(C)c3c2C)cc1	-0.6	0	1	6
64	O=C(COc1ccccc1)N1CCN=C1SCc1ccccc1	1.0	-2	10	17

cpd	Jurkat NFkB inh	TIM10 inh	tim10-1 inh	697 NFkB inh
57	-2	-1	-12	9
58	-1	-5	16	-2
59	1	5	8	-15
60	0	-5	11	-1
61	-5	9	6	4
62	8	12	4	3
63	11	13	8	12
64	3	-6	-2	11

# Screening results deposited in PubChem by Sanford-Burnham Center for Chemical Genomics.
